Compound activity (PubChem BioAssay)
SENP8 block-1: human SENP8 protease inhibitors, primary screen, biochemical, fluorescence, Nedd8 protein substrate, uHTS | inhibition, % at 20 µM | 0.64% of 360,000 active | AID 602440, 2012 | recombinant SENP8 | Sentrin-specific protease 8 (Homo sapiens), Q96LD8; in the data active = inhibition mostly above about 40%, no sharp cut-off; inactive = mostly below about 27%
Target sequence (Q96LD8 whole entry, looked up): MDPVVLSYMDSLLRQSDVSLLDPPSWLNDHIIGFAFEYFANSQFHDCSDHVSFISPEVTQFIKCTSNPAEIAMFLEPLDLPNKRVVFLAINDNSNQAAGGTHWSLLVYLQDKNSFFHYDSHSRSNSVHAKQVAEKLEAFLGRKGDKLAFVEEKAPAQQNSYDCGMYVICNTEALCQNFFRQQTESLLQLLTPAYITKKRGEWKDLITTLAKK
SENP6 inh: SENP6 protease inhibitors, primary screen, biochemical, luminescence, uHTS; Sentrin-specific protease 6 (Homo sapiens), Q9GZR1; Recombinant SENP6 catalytic domain, aminoluciferin luminescence; inhibition, % at 10 µM; 1.8% of 330,000 active; AID 2599, 2010;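 active = inhibition above about 50% at the single tested dose, limit read from the data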;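 note: plate controls were DMSO wells with enzyme for no effect and DMSO wells lacking enzyme for full effect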
Target sequence (Q9GZR1 628-1112 limits assumed): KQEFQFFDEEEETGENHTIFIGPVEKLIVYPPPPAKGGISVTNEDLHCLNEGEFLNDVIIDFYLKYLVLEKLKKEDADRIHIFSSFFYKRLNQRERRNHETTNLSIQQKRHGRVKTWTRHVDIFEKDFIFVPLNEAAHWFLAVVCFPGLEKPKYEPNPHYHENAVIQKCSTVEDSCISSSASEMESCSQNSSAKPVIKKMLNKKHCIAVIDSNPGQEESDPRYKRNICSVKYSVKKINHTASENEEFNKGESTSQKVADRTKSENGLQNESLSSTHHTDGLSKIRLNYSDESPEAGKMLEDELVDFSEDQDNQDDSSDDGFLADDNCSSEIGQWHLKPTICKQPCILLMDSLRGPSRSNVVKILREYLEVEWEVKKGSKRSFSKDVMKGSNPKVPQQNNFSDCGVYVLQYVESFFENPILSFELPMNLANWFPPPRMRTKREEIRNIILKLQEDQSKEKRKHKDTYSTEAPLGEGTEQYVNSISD
HKDC1 inh: HKDC1 hexokinase inhibitors, primary screen, biochemical, fluorescence, uHTS; inhibition, % at 20 µM; Q2TB90; 0.16% of 340,000 active; recombinant HKDC1, G6PDH/diaphorase resazurin coupled fluorescence;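 active = inhibition above about 35% when tested at 20 µM, limit read from the data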;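 note: plate controls were DMSO wells with enzyme for no effect and DMSO wells lacking enzyme for full effect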
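Material – in-house recombinant HK5 (HKDC1) enzyme · Quantity – HKDC1 at 5 µg/mL · Buffer or medium – pH 8.0 Tris buffer with 10 mM MgCl2 · Reagent – glucose with 1 mM ATP · Dosing – single 20 µM dose · Times – reaction time 90 min, room temperature, protected from light · Technique – resorufin fluorescence at 613 nm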
SENP1 FRET inh: human SENP1 catalytic domain inhibitors, primary screen, biochemical, FRET, uHTS. recombinant SENP1 catalytic domain, CyPet-SUMO1-YPet FRET cleavage. inhibition, % at 10 µM. 0.21% of 360,000 active. AID 624204, 2012;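 active = inhibition at least 30% at 10 µM, raw YFP signal under a set limit, fluorescence ratio 0.5 to 1.5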;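 note: 0% = enzyme with DMSO and 100% = no enzyme wells; some results filed as inactive read as strong as hits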
Target sequence (Q9P0U3 419-644 limits assumed): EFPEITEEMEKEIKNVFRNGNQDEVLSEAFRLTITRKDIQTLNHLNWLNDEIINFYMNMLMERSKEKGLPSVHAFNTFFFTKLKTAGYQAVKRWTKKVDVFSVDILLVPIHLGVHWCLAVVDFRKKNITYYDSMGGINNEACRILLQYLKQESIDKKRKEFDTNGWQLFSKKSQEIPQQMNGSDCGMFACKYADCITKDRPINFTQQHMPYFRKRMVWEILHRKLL
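Controls: no-enzyme wells low, DMSO-plus-enzyme wells high control. Test system: human recombinant His6-tagged SENP1 catalytic domain enzyme. Reagent: SFCypet-SUMO1-SFYpet FRET protein substrate, 25 nM final. Doses: one dose per compound, 10 µM, 0.5% DMSO. Detection: FRET, CFP and YFP emission. Timing: 50 min reaction at room temperature.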
Apaf1 inhib: inhibitors of human Apaf-1 apoptosome, primary screen, biochemical, DEVD-Rh110 fluorescence, uHTS; Apoptotic protease-activating factor 1 (Homo sapiens), O14727; reconstituted apoptosome caspase-3 activity; inhibition, % at 20 µM; 0.71% of 330,000 active; AID 489030, 2010; active = inhibition of at least 40% at 20 µM;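 note: plate controls were DMSO wells for no effect and DEVD-CHO caspase inhibitor wells for full effect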
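Material: reconstituted apoptosome with Apaf-1, cytochrome c, caspase-9, procaspase-3, dATP. Technique: Rh110 fluorescence intensity. Buffer or medium: pH 7.5 Hepes buffer with CHAPS, BSA, DTT. Times: 30 min plus 50 min, RT.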
SENP7 block: SENP7 protease inhibitors, primary screen, biochemical, luminescence, uHTS | Sentrin-specific protease 7 (Homo sapiens), Q9BQF6 | recombinant SENP7, Z-RLRGG-aminoluciferin luminescence, 40 min | inhibition, % at 5 µM | 1.5% of 330,000 active | AID 434973, 2010;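 active = inhibition above about 50% at the single test dose, limit read from the data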;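 note: plate controls were DMSO with enzyme for no effect and no enzyme buffer wells for full effect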
PfG6PD inh: PfG6PD enzyme inhibitors, primary screen, biochemical, fluorescence intensity, uHTS; 0.78% of 350,000 active; inhibition, % at 20 µM; PfGluPho enzyme, NADPH resazurin-diaphorase fluorescence; AID 504690, 2011; glucose-6-phosphate dehydrogenase-6-phosphogluconolactonase (Plasmodium falciparum 3D7);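 active = inhibition reaching at least a set limit at 20 µM in the primary screen, cut at about 59% in these data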;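 note: 0% = DMSO wells with substrate and 100% = DMSO wells lacking glucose-6-phosphate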
SENP8 block-2: SENP8 protease inhibitors, primary screen, biochemical, luminescence; Sentrin-specific protease 8 (Homo sapiens), Q96LD8; 1.2% of 330,000 active; purified SENP8, Z-RLRGG-aminoluciferin cleavage; AID 2540, 2010; inhibition, % at 10 µM; in the data active = inhibition above about 50%
* hit, by the source's call; & = joins results of further samples.

cpd	SMILES	SENP8 block-1	SENP6 inh	HKDC1 inh	SENP1 FRET inh	Apaf1 inhib	SENP7 block	PfG6PD inh	SENP8 block-2
1	O=C1NC(=Nc2cccc(O)c2)S/C1=C\c1cccnc1	6	-5	7	1	-22	1	-8	-3
2	COc1ccc(C(=O)NCCC2=CCCCC2)cc1	21	-2	-4	1	-4	13	37	7
3	COc1ccc(/C=N/NC(N)=S)cc1OC(=O)c1ccccc1	22	-10	1	1	10	4	12	4
4	NS(=O)(=O)c1ccc(CNC(=O)CC23CC4CC(CC(C4)C2)C3)cc1	19	-3	-3	0	8	-5	7	-7
5	O=C(CSc1nnc(-c2ccccc2Br)o1)N1CCN(C(=O)c2ccco2)CC1	3	9	5	1	-7	6	-15	-7
6	Brc1ccc(OCCOCCOc2cccc3cccnc23)cc1	-110	9	8	1	24	-2	1	-2
7	COc1ccc(-c2nnc(NC(=O)c3ccccc3C)o2)cc1	1	4	8	1	2	1	-13	0
8	O=C(/C=C/c1cccs1)NCc1cccnc1	-2	4	7	0	-4	5	-7	8
9	CCOC(=O)c1c(C)[nH]c(C(=O)COC(=O)CNC(=O)c2ccc(Cl)cc2Cl)c1C	12	-7	2	-1	-12	-2	-24	8
10	Brc1ccc(-c2csc(-c3c[nH]c4ccccc34)n2)cc1	-133	-19	0	-1	-8	2	16	-13
11	C=C(C)C(=O)Nc1cccc(C2=NOC3(C2)C[C@H](C(N)=O)N(C(=O)C(c2ccccc2)c2ccccc2)C3)c1 (some centres not stated)	10	-10	-1	4	-78	-12	-3	-4
12	CCOc1ccccc1C1CC(=O)Nc2cc(C)c(C)cc21 (configuration not stated)	21	10	0	1	3	-16	31	-5
13	O=C(Nc1nnc(S(=O)(=O)N2CCCCC2)s1)c1ccc(Cl)cc1	-222	5	0	1	5	2	106*	5
14	CC(=O)c1ccc(N(C(=O)c2ccco2)C(C(=O)NC2CCCC2)c2ccc(N3CCOCC3)cc2)cc1 (configuration not stated)	11	5	-7	0	-12	7	-4	-2
15	CCCn1c(SCC(=O)Nc2cccc(F)c2)nc(O)cc1=O	6	-19	-1	2	13	-4	-9	-7
16	COc1cccc(CN2CCC(n3nccc3NC(=O)CCCc3ccccc3)CC2)c1	-1	3	-6	-2	8	-12	16	-16
17	Cc1ccc(C)c(OCc2cc(C(=O)N3CCN(c4ccccc4)CC3)no2)c1	4	5	0	0	18	3	16	-10
18	O=C(O)c1cccc(S(=O)(=O)Nc2ccc(S(=O)(=O)N3CCOCC3)cc2)c1	3	2	-2	1	-9	-2	-26	-6
19	O=C(Cn1c(=O)n(Cc2ccco2)c(=O)c2cc(Cl)ccc21)NCC1CCCO1 (configuration not stated)	12	-14	-1	-1	-11	7	9	-1
20	Cc1cc(Br)ccc1NC(=O)C(C)c1ccc([N+](=O)[O-])cc1 (configuration not stated)	8	2	-3	1	-4	6	11	0

Quoted at random: two records from the list
cpd	SMILES	SENP8 block-1	SENP6 inh	HKDC1 inh	SENP1 FRET inh	Apaf1 inhib	SENP7 block	PfG6PD inh	SENP8 block-2
11	C=C(C)C(=O)Nc1cccc(C2=NOC3(C2)C[C@H](C(N)=O)N(C(=O)C(c2ccccc2)c2ccccc2)C3)c1 (some centres not stated)	10	-10	-1	4	-78	-12	-3	-4
2	COc1ccc(C(=O)NCCC2=CCCCC2)cc1	21	-2	-4	1	-4	13	37	7

Sorted by the number under PfG6PD inh (lowest first): five from the list above.
| entry | smiles | PfG6PD inh |
| --- | --- | --- |
| 9 | CCOC(=O)c1c(C)[nH]c(C(=O)COC(=O)CNC(=O)c2ccc(Cl)cc2Cl)c1C | -24 |
| 5 | O=C(CSc1nnc(-c2ccccc2Br)o1)N1CCN(C(=O)c2ccco2)CC1 | -15 |
| 7 | COc1ccc(-c2nnc(NC(=O)c3ccccc3C)o2)cc1 | -13 |
| 10 | Brc1ccc(-c2csc(-c3c[nH]c4ccccc34)n2)cc1 | 16 |
| 2 | COc1ccc(C(=O)NCCC2=CCCCC2)cc1 | 37 |

Additional results follow:
cpd	SMILES	SENP8 block-1	SENP6 inh	HKDC1 inh	SENP1 FRET inh	Apaf1 inhib	SENP7 block	PfG6PD inh	SENP8 block-2
21	CCOc1ccc(NC(=O)C(C)NS(=O)(=O)c2ccc(NC(C)=O)cc2)cc1 (configuration not stated)	15	2	-1	1	-1	-3	16	10
22	O=C(O)[C@@H]1[C@@H]2C[C@@H]2CN1c1ncccc1[N+](=O)[O-]	-16	1	3	-9	13	5	5	-4
23	CN(CC(=O)NCC1CCCO1)S(=O)(=O)c1cc(Cl)ccc1Cl (configuration not stated)	23	-8	1	0	-5	-4	-14	-2
24	O=C(NCc1ccc(Cl)cc1)N1CCN(S(=O)(=O)c2ccccc2)CC1	5	-4	-2	2	8	4	-4	1
25	CCOc1ccc([N+](=O)[O-])c(N)c1	35	-6	-2	3	5	3	-5	-6
26	Cc1nn(C)cc1C(C(=O)NC1CCCCC1)N(CCc1ccccc1)C(=O)c1cnccn1 (configuration not stated)	10	-8	-2	2	3	-5	-17	-7
27	COc1ccccc1NC(=O)N1CCC(C(=O)c2ccc(F)cc2)CC1	17	-14	-7	1	-7	-4	-4	-3
28	COc1ccc(-c2nc(CN3CCN(c4ccccc4OC)CC3)c(C)o2)cc1	-25	-2	4	-3	0	-2	4	-7
29	COc1ccc(NC(=O)CN2CCN(CC(=O)Nc3ccccc3F)CC2)cc1OC	19	0	-2	-3	-23	-4	-8	6
30	O=S(=O)(c1cccc(C(F)(F)F)c1)N1CCC(c2nc3ccccc3[nH]2)CC1	12	-12	7	0	8	11	4	3
31	CCn1c(SCC(=O)N2CCCc3ccccc32)nc2ccccc2c1=O	26	-4	4	1	20	5	-4	-5
32	O=C(CNC(=O)c1ccccc1F)N/N=C/c1cn[nH]c1-c1ccccc1	5	-1	1	0	-5	0	-13	3
33	Cc1c(NC(=O)C(C)OC(=O)c2nc(Cl)ccc2Cl)c(=O)n(-c2ccccc2)n1C (configuration not stated)	-1	-7	-1	-2	-9	17	8	0
34	CC(=O)Nc1ccc(S(=O)(=O)N(CCc2ccccc2)CC(=O)N/N=C/c2ccc(C(=O)O)cc2)cc1	6	-1	-3	2	5	3	-1	-2
35	O=C(CCS(=O)(=O)c1ccccc1)NC1CCCC1	16	-9	-2	-1	14	5	-9	-6
36	Cc1ccc(C(=O)N(CC(=O)NC2CCCC2)c2ccccc2Cl)s1	11	2	-1	0	3	-2	-3	10
37	CCOC(=O)c1[nH]c(C)c(C(=O)N2CCN(c3ccc(F)cc3)CC2)c1C	0	-10	4	-3	-4	3	-2	8
38	CCOc1ccc(NC(=O)CS(=O)(=O)c2cn(C)c3ccccc23)cc1	6	-23	2	-37	10	-7	26	-12
39	CCOc1ccc(NC(=O)CN2CCCC2c2cccs2)cc1S(=O)(=O)N1CCCC1 (configuration not stated)	12	11	3	-2	6	3	14	-2
40	CCC(=O)N(CCC1(c2ccccc2OC)CCOC(C(C)C)C1)Cc1ccco1 (configuration not stated)	4	0	2	-1	-2	1	-8	2
41	O=C1CCC(C(=O)N2CCSCC2)CN1CCc1cccc(F)c1 (configuration not stated)	10	10	-3	-1	1	2	8	10
42	CCC(C)NC(=O)c1nc2c(nnn2Cc2ccccc2Cl)c(=O)[nH]1 (configuration not stated)	6	-6	-2	1	13	-7	6	-7
43	CCCCn1c(N)c(N(CC(C)C)C(=O)c2cc(S(=O)(=O)N3CCCCC3)ccc2C)c(=O)[nH]c1=O	7	-2	1	-3	3	1	-11	2
44	CC(=O)Nc1ccc(S(=O)(=O)N2CCCC2)cc1	9	-8	6	0	2	5	-9	-10
45	CCOc1ccc(N2CC(C(=O)Nc3ccccc3OC)CC2=O)cc1 (configuration not stated)	4	5	-4	1	-12	-1	2	4
46	COC(=O)Cc1cc(C)cc2c(=O)cc(-c3ccoc3)oc12	-57	6	-1	-33	6	-1	4	0
47	c1ccc(CCC2CCCCN2Cc2nc(C3CC3)no2)cc1 (configuration not stated)	16	-9	-5	0	4	-11	-27	-4
48	O=C(CN(C(=O)c1ccc(Cl)cc1)N1C(=O)C2CCCCC2C1=O)c1ccc(Cl)cc1 (configuration not stated)	7	-13	1	1	-1	-8	-22	-6
49	CCOCCCn1c(SCC(=O)N(C)C2CCS(=O)(=O)C2)nc2ccccc2c1=O (configuration not stated)	5	7	-4	1	4	-1	8	-4
50	O=C1CCCc2oc3ccc(NS(=O)(=O)c4cccc5cccnc45)cc3c21	10	-5	-6	2	22	4	11	-8
51	COc1cc(CN2CCCC(C(=O)Nc3cccc(-n4cccn4)c3)C2)ccc1F (configuration not stated)	3	9	-3	1	1	0	21	10
52	O=C(c1ccco1)N1N=C(c2ccc(Cl)cc2)CC1c1ccco1 (configuration not stated)	-22	8	7	0	35	7	19	-4
53	CC(C)(CO)NCC#Cc1ccccc1	-2	-17	-2	-2	1	-7	-13	-9
54	O=C(c1ccco1)N1CCN(c2cc(N3CCOCC3)c(F)cc2[N+](=O)[O-])CC1	20	5	-5	0	12	-4	-13	14
55	COc1cc2cc(CCOC(=O)c3ccc(C(F)(F)F)cc3)oc(=O)c2cc1OC	-6	-4	0	3	20	-2	16	-12
56	Cc1ccc(CN2C(=O)C(Cc3ccccc3)Nc3ncnc(N4CCCCC4)c32)cc1 (configuration not stated)	-62&-42	1	0	-30&-17	21	1	12	4
57	CCOC(=O)C/C(C)=N/NC(=O)CN(c1ccc(Br)cc1)S(=O)(=O)c1ccccc1	10	14	-4	2	0	7	-41	8
